# Tat transport: E. coli Tat transport inhibition. E. coli MC4100 TorA-mCherry Tat export, fluorescence. inhibition, % at 10 µM. 340,000 compounds, 0.036% hits. AID 488895;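 active = mean replicate inhibition at least 50% and at least half of replicates individually reaching 50%; inconclusive = only one of the two criteria met; inactive = neither criterion met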;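 note: exported cargo escapes ClpAP degradation while cytoplasmic cargo is degraded and loses fluorescence; 0% = median of neutral control wells and 100% = median of NaSCN control wells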
# CAL PDZ FP-1: blocks peptide binding to human CAL PDZ domain; inhibition, % at 20 µM; 330,000 compounds, 0.02% hits; purified CAL PDZ, TMR-peptide fluorescence polarization, 1 h; AID 504414;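 active = highest replicate inhibition of at least 40%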;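 note: plate controls were DMSO neutral control wells for no effect and unlabeled competitor peptide control wells for full effect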
#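 material = purified tagged CAL PDZ domain construct (CerCALP) | compound dosing = 20 µM, one dose | times = 1 h at RT | measured by = fluorescence polarization from S- and P-plane intensities, G-factor corrected | read-out = inhibition from polarization loss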
# MITF TRPM1 HTS: MITF TRPM1 promoter activation in melanoma cells. activation, % at 12.5 µM. 300,000 compounds, 0.75% hits. SK-MEL-5 TRPM1-promoter luciferase, 24 h; % of positive control, neutral wells = 0;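 active = mean activation of at least 80% with every replicate also reaching 80%; inconclusive = mean reaches 80% but some replicate falls short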;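 note: 0% = neutral control wells and 100% = parthenolide positive control wells; values of inactives mirror those of a sister screen read the other way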
# SR-BI DiI inh: mouse SR-BI HDL lipid transfer inhibition. ldlA[mSR-BI] CHO cells, DiI-HDL uptake fluorescence, 3 h. Q61009. 320,000 compounds, 0.96% hits. AID 488896. inhibition, % at 12.5 µM;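 active = mean replicate inhibition of at least 70% and a set share of replicates each scoring 70 or more; inconclusive = meets just one of the two criteria; inactive = fails both criteria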;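 note: 0% = median of neutral control wells and 100% = median of positive control wells; values of inactives mirror those of a sister screen read the other way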
# Target sequence (Q61009 whole entry, looked up): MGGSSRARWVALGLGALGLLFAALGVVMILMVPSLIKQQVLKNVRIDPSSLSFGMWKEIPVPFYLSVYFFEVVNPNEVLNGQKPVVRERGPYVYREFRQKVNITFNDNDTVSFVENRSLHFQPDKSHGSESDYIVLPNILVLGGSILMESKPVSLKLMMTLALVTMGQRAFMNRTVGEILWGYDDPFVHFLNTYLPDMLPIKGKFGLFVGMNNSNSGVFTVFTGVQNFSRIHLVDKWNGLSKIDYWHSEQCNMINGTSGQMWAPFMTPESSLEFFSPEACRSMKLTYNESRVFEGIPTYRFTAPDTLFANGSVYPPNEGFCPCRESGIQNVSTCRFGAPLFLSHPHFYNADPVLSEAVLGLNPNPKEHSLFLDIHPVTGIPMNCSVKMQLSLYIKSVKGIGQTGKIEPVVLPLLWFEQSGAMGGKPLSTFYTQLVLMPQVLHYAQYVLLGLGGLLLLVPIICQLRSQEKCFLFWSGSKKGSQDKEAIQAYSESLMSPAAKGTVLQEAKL
# SR-BI uptake up: enhances SR-BI lipid uptake from DiI-HDL; CHO ldlA[mSR-BI] cells, DiI-HDL uptake fluorescence, 3 h; 100 = double the neutral-control signal; activation, % at 12.5 µM; 320,000 compounds, 0.096% hits; AID 504775;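 active = mean replicate activation of at least 60% and every replicate at or above 60%; inconclusive = mean or all-replicate condition met, but not both; inactive = mean below 60% and not all replicates reaching 60%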;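 note: 0% = median plate neutral-control signal and 100% = twice that signal; values of inactives mirror those of a sister screen read the other way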
#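 System: CHO ldlA[mSR-BI] cells / Medium: HEPES-buffered (25 mM, pH 7.4) F12 plus 0.5% BSA / Probe or stimulus: labelled HDL, 10 µg/mL / Doses: single compound concentration, delivered by pin transfer / Schedule: 3 h, 37 °C / Measured by: DiI fluorescence, bottom read / Measure: cell-associated DiI fluorescence as measure of HDL uptake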
# AddAB inh: less growth of phage-infected E. coli with AddAB; E. coli expressing H. pylori AddAB, absorbance growth; inhibition, % at 11.9 µM; 330,000 compounds, 0.29% hits; AID 435030; in the data active = inhibition above about 12%;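 note: 0% = vehicle wells of infected cells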
# CAL PDZ FP-2: blocks peptide binding to the human CAL PDZ domain | Q9HD26 | purified CAL PDZ, TMR-peptide fluorescence polarization, 1 h | inhibition, % at 24.9 µM | 300,000 compounds, 0.92% hits | AID 602252;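 active = mean inhibition of at least 30% with at least half of replicates also reaching 30%; inconclusive = no clear call, values can overlap the other calls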;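 note: 0% = DMSO neutral control and 100% = excess unlabeled competitor peptide PRC23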
# phage Ecoli inh: E. coli growth loss with phage present; growth absorbance; inhibition, % at 11.9 µM; 360,000 compounds, 0.26% hits; AID 651602; in the data active = inhibition above about 11%
# Wnt act: Wnt/beta-catenin pathway activation; 300,000 compounds, 1.2% hits; Wnt/beta-catenin reporter cell assay, activator, plate reader; activation, % at 9.35 µM; in the data active = activation above about 30%, passing the limit was not always enough; inconclusive = no clear call, values can overlap the other calls;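 note: 0% = neutral control wells and 100% = positive control wells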
# Ecoli viability: bacterial growth inhibition, counter-screen for AddAB inhibitors; E. coli V3065 growth, OD600 absorbance, 18 h; inhibition, % at 11.9 µM; 330,000 compounds, 0.27% hits; AID 449728;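 active = inhibition above the campaign's mean inhibition across all tested compounds plus 3 SD, cut at about 9.9% in these data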;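 note: uninfected addAB+ strain grown without phage in ampicillin broth; 0% = DMSO wells and 100% = ciprofloxacin 0.95 µg/ml wells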
# * = called active by the depositor; ? = inconclusive; . = no result given.
SMILES,Tat transport,CAL PDZ FP-1,MITF TRPM1 HTS,SR-BI DiI inh,SR-BI uptake up,AddAB inh,CAL PDZ FP-2,phage Ecoli inh,Wnt act,Ecoli viability
COc1ccc(-n2c(-c3ccccc3[N+](=O)[O-])nc3ccccc3c2=O)cc1,7.8,-1.6,3.2,7.0,-7.0,.,-1.4,-1.5,-1.3,.
O=c1[nH]c(=S)n(Cc2ccc(F)cc2)c(O)c1/C=N/N1CCCCC1,2.1,-3.3,7.9,-7.6,7.6,0.7,-2.1,1.2,-1.4,-2.2
O=P1(NCc2ccco2)COc2ccccc2OC1,1.5,0.8,-3.4,-16.7,16.7,-0.8,-5.8,0.7,.,-1.0
c1ccc(C2N3CCCN23)cc1 (centres undefined),0.6,-1.8,-4.2,-8.3,8.3,3.8,-2.3,2.1,-3.9,3.1
Cc1cccc(N2C(=O)/C(=C/c3ccc(CN(CCC#N)S(C)(=O)=O)o3)C(=O)NC2=S)c1,-4.2,0.3,-7.2,-9.2,9.2,3.7,-8.5,0.6,-2.2,-1.9
COC(=O)C1=C(c2ccc(OC(F)(F)F)cc2)C[C@@H]2CC[C@H]1N2C(=O)NCC1CC1,8.4,-0.3,-0.7,-2.4,2.4,4.4,1.3,3.8,-2.3,0.1
CC(=O)O[C@H]1CC[C@@]2(C)C(=CC[C@@H]3[C@@H]2CC[C@]2(C)C(=O)CC[C@@H]32)C1,5.9,-0.9,3.0,-33.2,33.2,0.4,1.0,.,.,0.0
COc1cccc(OC)c1C(=O)Nc1nc(N)n(-c2ccccc2)n1,-4.5,0.0,2.5,-17.4,17.4,1.9,.,3.8,.,-1.7
Cc1[nH]c2ccccc2c1/C=N/O,7.6,0.6,4.7,-10.2,10.2,2.1,-3.5,3.5,.,-0.8
O=C(c1ccc2c(c1)OCO2)N1CCC2(CC1)OCCO2,1.4,-2.5,8.9,-14.8,14.8,-0.4,.,1.5,.,0.4
CC(=NCCCN1CCOCC1)c1c(O)[nH]c(=O)[nH]c1=O,3.2,-0.1,-8.5,5.7,-5.7,-2.0,.,0.8,-3.9,1.4
Cc1ccc(S(=O)(=O)NCC2CCC(C(=O)N3CCC4(CC3)OCCO4)CC2)cc1 (centres undefined),-1.2,0.5,-2.2,9.1,-9.1,3.6,-3.5,1.3,-2.2,-2.6
O=C1NC(=O)N(c2ccccc2F)C(=O)/C1=C/c1ccc(Oc2ccc([N+](=O)[O-])cn2)cc1,-2.6,-1.4,-1.7,6.9,-6.9,0.8,5.2,2.5,-0.4,0.1
CCS(=O)(=O)NCc1nnc2n1-c1ccc(Cl)cc1C(c1ccccc1)=NC2,-19.5,-0.2,5.1,6.5,-6.5,1.7,-2.7,1.7,-6.8,-0.8
CC1(C)CC2CCC(O)C2C(CCO)N1 (centres undefined),2.5,0.0,7.5,-1.4,1.4,.,.,2.3,-2.6,.
O=S(=O)(NC1CCCCC1)OCC(Cl)(Cl)Cl,2.2,-0.5,-10.8,-2.0,2.0,-2.1,-0.3,-0.2,-3.5,-0.6
NCc1cc(=O)[nH]o1,-11.2,0.3,4.1,3.3,-3.3,1.4,-1.0,3.8,-1.5,0.3
CCCOC(=O)Nc1ccc([As](=O)(O)O)cc1NC(=O)OCCC,4.3,.,2.2,3.2,-3.2,2.0,4.2,-0.8,-2.1,-2.2
CC1=NN(c2ccccc2)C(=O)/C1=C/c1c(O)[nH]c(=O)[nH]c1=O,-3.7,-1.8,2.2,-42.4,42.4,-1.2,0.8,3.7,7.3,-2.2
CC(=NCc1ccc2c(c1)OCO2)c1c(O)[nH]c(=O)[nH]c1=O,3.8,-5.0,-6.5,-8.7,8.7,1.2,0.6,0.0,.,-0.8
COC(=O)C1=C(c2cccc(OC)c2OC)C[C@@H]2CC[C@H]1N2C(=O)NC1CCCCC1,11.8,0.1,-8.4,9.9,-9.9,2.7,-2.7,2.4,1.2,-1.4
O=c1[nH]c(=O)n(-c2ccccc2F)c(O)c1/C=C1\C=Nc2ccccc21,6.6,-1.9,-21.3,-22.0,22.0,-0.9,-3.3,1.5,-0.2,0.4
CCCN1CCC[C@H](c2cccc(O)c2)C1,-0.1,-0.8,-2.0,-11.6,11.6,-1.3,1.7,3.5,-0.8,-1.6
COc1ccc(N=C(C)c2c(O)[nH]c(=O)[nH]c2=O)cc1,4.1,-0.1,.,2.7,-2.7,4.3,-3.1,0.9,-4.3,-3.0
CC(C)Sc1nnc([C@@H](N)Cc2c[nH]c3ccccc23)o1,0.7,-0.5,1.0,-17.1,17.1,2.1,0.0,1.4,?,-1.1
COc1ccc(-n2c(SC)nc3ccccc3c2=O)cc1,-1.6,-0.7,2.1,56.3,-56.3,0.9,-1.6,1.0,.,0.9
CC(C)CCOP(N)(=O)Oc1ccccc1 (centres undefined),-1.8,-0.7,0.4,-15.5,15.5,0.3,-0.7,1.6,1.6,-3.0
CCOC(=O)c1c(C)n(Cc2ccc(F)cc2)c2ccc(O)cc12,6.0,-0.3,18.3,30.3,-30.3,-0.8,-3.2,2.7,6.9,-0.7
CCCCOC(=O)c1ccc(NC(=O)c2c(O)[nH]c(=O)[nH]c2=O)cc1,-9.3,0.2,3.3,1.7,-1.7,2.4,0.1,0.6,-2.2,-1.2
COc1ccc(CNCCc2c[nH]c3ccccc23)cc1OC,11.9,-3.9,4.5,4.4,-4.4,-1.0,-0.2,0.1,-1.5,-0.3

# Profiles, quoted from the list:
# Results for COc1ccc(N=C(C)c2c(O)[nH]c(=O)[nH]c2=O)cc1 = Tat transport = 4.1; CAL PDZ FP-1 = -0.1; MITF TRPM1 HTS = .; SR-BI DiI inh = 2.7; SR-BI uptake up = -2.7; AddAB inh = 4.3; CAL PDZ FP-2 = -3.1; phage Ecoli inh = 0.9; Wnt act = -4.3; Ecoli viability = -3.0
# Results for CC(C)CCOP(N)(=O)Oc1ccccc1 (centres undefined) = Tat transport = -1.8; CAL PDZ FP-1 = -0.7; MITF TRPM1 HTS = 0.4; SR-BI DiI inh = -15.5; SR-BI uptake up = 15.5; AddAB inh = 0.3; CAL PDZ FP-2 = -0.7; phage Ecoli inh = 1.6; Wnt act = 1.6; Ecoli viability = -3.0

# (listing goes on)
SMILES,Tat transport,CAL PDZ FP-1,MITF TRPM1 HTS,SR-BI DiI inh,SR-BI uptake up,AddAB inh,CAL PDZ FP-2,phage Ecoli inh,Wnt act,Ecoli viability
Cc1nc2c(-c3ccc(F)cc3)c(C)nn2c(C)c1CCC(=O)N1CCC2(CC1)OCCO2,-2.4,-1.5,.,25.1,-25.1,2.4,-2.9,-0.5,-1.4,1.1
Nc1nonc1OCCCCOc1nonc1N,4.3,0.1,-10.9,-6.4,6.4,-1.0,-5.3,2.6,-1.7,0.0
O=c1c2ccccc2nc(-c2ccco2)n1-c1ccccn1,5.3,0.1,4.9,-22.0,22.0,1.9,-1.2,1.2,.,-1.4
CCOC(=O)C1(CCc2ccccc2)CCN(Cc2ccc3c(c2)OCCO3)CC1,7.0,-0.2,-11.2,26.4,-26.4,-1.4,-3.2,5.7,-2.0,0.4
COc1ccc(C2=CC(c3ccc4c(c3)OCO4)c3c(c4ccccc4oc3=O)O2)cc1OC (centres undefined),-18.8,-1.4,.,19.4,-19.4,.,1.0,0.0,-4.0,.
CCN(CC)S(=O)(=O)c1cccc(N=Nc2c(O)n(CC)c(=S)n(CC)c2=O)c1,2.3,0.1,-14.4,10.1,-10.1,1.3,-1.2,-2.1,-0.3,0.7
O=P(Nc1cccc(Cl)c1)(Oc1ccccc1)Oc1ccccc1,6.5,0.0,8.6,0.2,-0.2,5.6,.,3.8,-1.8,4.1
c1ccc(Cn2ccnc2)cc1,-7.4,-0.3,6.1,-4.9,14.3,1.8,-7.7,5.9,-1.5,0.9
O=C(Cc1c[nH]c2ccccc12)NNCc1ccc(N(CCCl)CCCl)cc1,0.2,-0.5,-24.4,50.7,-50.7,.,3.0,1.0,-1.8,.
CCOC(=O)CC1=C(C(=O)OCC)C2(C(=O)N1CC(=O)OC)C(C#N)=C(N)Oc1ccccc12 (centres undefined),-2.2,0.2,-11.7,-26.9,27.0,2.5,-1.5,0.4,.,2.9
Cc1ccc(-c2ccc(=O)n(CC(=O)N3CCC4(CC3)OCCO4)n2)cc1,-3.7,-2.2,0.4,-37.3,37.3,-0.9,0.8,-1.2,-1.3,-0.1
N#Cc1ccc(NC(=O)CN2CCN(C(=O)c3cccs3)CC2)cc1Cl,0.6,-2.0,4.0,-5.4,5.4,.,2.8,0.8,-2.2,.
CN(C(=O)Cc1ccc(Cl)c(Cl)c1)C(CN1CCCC1)c1cccc(OCC(=O)O)c1 (centres undefined),-3.9,-0.4,8.1,-12.9,12.9,2.3,-3.9,5.8,-2.4,0.0
Cc1c(O)ccc(C(=O)CN2CC(C)OC(C)C2)c1O (centres undefined),1.8,1.4,-13.5,-17.3,17.3,3.5,.,2.2,-0.8,1.0
Cc1ccc(CN2C(=O)NC(=O)C3(Cc4c(nc5ccccn5c4=O)N4CCCCCC43)C2=O)cc1 (centres undefined),14.9,-1.3,-20.5,2.3,-2.3,2.5,-1.7,4.4,.,-1.6
CCC(C)C1NC(=O)C(C(C)=O)=C1O (centres undefined),10.1,1.3,3.6,-15.9,15.9,0.3,3.9,4.6,-0.7,-0.8
CC1c2ccccc2-n2nncc2CN1CC1CCCCC1 (centres undefined),4.9,0.4,-3.1,2.0,-2.0,.,3.6,3.0,-2.6,.
O=c1[nH]c(O)c(N=Nc2ccc([N+](=O)[O-])cc2)c(=O)[nH]1,10.8,-0.2,-48.6,-24.5,24.5,-1.5,.,4.4,0.3,-0.9
CCc1ccc(NC(=O)CCNC(=O)N2C[C@H]3C[C@@H](C2)c2cccc(=O)n2C3)cc1,-3.0,-0.1,.,2.2,-2.2,3.4,-2.5,4.2,-0.8,1.8
Nc1c(C(=O)OCc2ccccc2)c2nc3ccccc3nc2n1Cc1cccs1,3.2,0.3,.,8.1,-8.1,2.4,-3.6,0.6,.,2.0
COc1cccc2c1N=C1CCCC3CN(C(C)=O)CCC123 (centres undefined),-5.2,-0.6,9.2,-12.9,12.9,.,-5.8,1.9,-7.3,.
CN1CCc2cc3c(c4c2C1Cc1ccccc1-4)OCO3 (centres undefined),-2.8,-0.9,.,-13.2,13.2,8.3,0.7,0.6,-3.2,-0.7

# Screening data deposited in PubChem by several laboratories.

# These rows are one share of the data; count on the stated rates, not on these rows.
